tim23-1 inh = growth inhibitors of tim23-1 mutant yeast, primary screen, luminescence, uHTS. AID 463212, 2010. inhibition, % at 20 µM. S. cerevisiae tim23-1 growth, BacTiter-Glo luminescence, 24 h. 1.3% of 330,000 active;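 active = growth inhibition of the mutant yeast at or above 50%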;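 note: temperature-sensitive mutant grown at 25 °C; plate controls were DMSO-treated mutant yeast for no effect and medium wells lacking yeast for full effect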
XBP1 UPR activ = activators of adaptive XBP1 UPR arm, primary screen, cell-based, CHO-XBP1 luciferase reporter, luminescence, uHTS | IRE1-XBP1 UPR activation; percent of tunicamycin response, DMSO as zero | 0.33% of 330,000 active | AID 463104, 2010 | activation, % at 20 µM;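 active = versus positive control, 20 µM dose yields 30% or more activation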;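 note: 100% = tunicamycin at 10 µg/mL and 0% = DMSO only wells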
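Material: CHO cell line with stable XBP1 luciferase reporter; schedule: 16-18 h cell attachment at 37 °C, then 6 h compound exposure; signal: glow luminescence from Steady-Glo reagent; medium: serum-containing F12 medium, 10% FBS; benchmarks: tunicamycin 10 µg/mL and vehicle-only wells; read-out: percent activation relative to tunicamycin reference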
Jurkat NFkB inh = inhibitors of induced NF-kB luciferase reporter, primary screen, TCR NF-kB activation inhibitor project, cell-based, luminescence, uHTS; inhibition, % at 4 µM; 0.53% of 330,000 active; Jurkat, PMA/ionomycin-induced NF-kB luciferase reporter; in the data active = inhibition above about 50%
tim10-1 inh = growth inhibitors of tim10-1 mutant yeast, primary screen, luminescence, uHTS; S. cerevisiae tim10-1 ts strain growth, BacTiter-Glo, 24 h; inhibition, % at 20 µM; 2.2% of 330,000 active;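 active = inhibition of at least 40%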;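 note: mutant grown at 25 °C; 0% = DMSO wells with yeast and 100% = wells holding no yeast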
UPR CHOP act = activators of apoptotic CHOP UPR arm, primary screen, cell-based, CHO-CHOP luciferase reporter, luminescence, uHTS | activation, % at 10 µM | 0.34% of 330,000 active | UPR activation; percent of tunicamycin response over DMSO baseline | AID 449763, 2010;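 active = at 10 µM dose, activation of 40% or more, normalized to positive control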;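 note: 100% = tunicamycin at 10 µg/mL and 0% = DMSO alone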
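Material: CHO-CHOP cells, stable luciferase reporter of PERK-eIF2a-CHOP signalling; quantity: 500 reporter cells seeded per well; buffer or medium: F12 medium containing 10% fetal bovine serum; compound: one dose, 10 µM in 0.5% DMSO; incubation: 6 h compound treatment, 37 °C; measured by: Steady-Glo luciferase luminescence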
Mdm2-MdmX inh = inhibitors of human Mdm2-MdmX association, primary screen, cell-based, luminescence, split luciferase, SaOS-2, uHTS; Protein Mdm4 (Homo sapiens) + E3 ubiquitin-protein ligase Mdm2 (Homo sapiens), …; SaOS-2 split-luciferase Mdm2/MdmX complementation; inhibition, % at 8 µM; 3% of 330,000 active; AID 485346, 2010;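 active = inhibition of at least 50% at 8 µM in the primary screen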
Target sequence (O15151 whole entry, looked up): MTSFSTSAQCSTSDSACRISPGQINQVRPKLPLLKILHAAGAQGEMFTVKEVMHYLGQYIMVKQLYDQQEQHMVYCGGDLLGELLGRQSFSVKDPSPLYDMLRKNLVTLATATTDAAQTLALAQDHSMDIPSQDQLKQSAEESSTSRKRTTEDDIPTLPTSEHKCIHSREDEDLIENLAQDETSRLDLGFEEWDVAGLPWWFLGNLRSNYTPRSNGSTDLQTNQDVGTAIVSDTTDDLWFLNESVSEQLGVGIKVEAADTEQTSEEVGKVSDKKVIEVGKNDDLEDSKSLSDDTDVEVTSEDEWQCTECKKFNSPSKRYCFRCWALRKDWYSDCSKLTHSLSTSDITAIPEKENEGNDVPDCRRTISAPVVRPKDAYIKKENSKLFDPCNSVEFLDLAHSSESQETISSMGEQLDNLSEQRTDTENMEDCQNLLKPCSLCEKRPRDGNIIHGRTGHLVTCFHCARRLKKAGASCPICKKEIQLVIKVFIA
Target sequence (Q00987 whole entry, looked up): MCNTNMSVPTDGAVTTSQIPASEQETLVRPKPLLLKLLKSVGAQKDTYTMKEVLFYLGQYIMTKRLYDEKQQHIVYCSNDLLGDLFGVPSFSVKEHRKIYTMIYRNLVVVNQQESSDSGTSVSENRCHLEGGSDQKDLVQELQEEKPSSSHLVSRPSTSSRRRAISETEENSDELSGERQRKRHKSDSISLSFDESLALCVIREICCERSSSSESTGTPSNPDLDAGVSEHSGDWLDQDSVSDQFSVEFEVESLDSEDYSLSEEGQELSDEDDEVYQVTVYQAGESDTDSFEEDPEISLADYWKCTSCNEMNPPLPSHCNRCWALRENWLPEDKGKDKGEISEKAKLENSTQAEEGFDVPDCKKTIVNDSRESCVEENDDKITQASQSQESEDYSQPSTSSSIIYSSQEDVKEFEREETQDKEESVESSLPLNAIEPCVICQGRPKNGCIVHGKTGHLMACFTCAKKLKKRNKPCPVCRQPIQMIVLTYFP
697 NFkB inh = inhibitors of PMA/ionomycin-induced NF-kB reporter, 697 cells, primary screen, B-cell NF-kB inhibitor project, cell-based, luminescence, uHTS | 697 B-cell NF-kB luciferase reporter, 16 h | AID 435022, 2010 | 0.33% of 330,000 active | inhibition, % at 4 µM; in the data active = inhibition above about 35%
TIM10 inh = growth inhibitors of isogenic TIM10 control yeast, primary screen, counter-screen for tim10-1 yeast inhibitor project, luminescence, uHTS; AID 463195, 2010; inhibition, % at 10 µM; 1.4% of 330,000 active; S. cerevisiae TIM10 strain growth, BacTiter-Glo luminescence, 24 h;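 active = inhibition of 40% or more at the single tested concentration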;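 note: wild-type TIM10 isogenic control strain grown at permissive 25 °C; 0% = DMSO yeast wells and 100% = minimal medium wells without yeast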
An asterisk follows results filed as active.

SMILES	tim23-1 inh	XBP1 UPR activ	Jurkat NFkB inh	tim10-1 inh	UPR CHOP act	Mdm2-MdmX inh	697 NFkB inh	TIM10 inh
CC(=O)Nc1ccc(SCC(=O)OCC(=O)NC(=O)NCc2ccco2)cc1	3	-1	6	8	-1.7	-7	3	1
COCCCNC(=S)N/N=C/c1cccc(OC)c1O	27	4	8	19	17	34	2	31
Cn1c(=O)oc2cc(S(=O)(=O)CCC(=O)Nc3ccccc3)ccc21	10	-3	5	17	0.2	26	9	-2
Cc1ccccc1NS(=O)(=O)c1nnc(NC(=O)c2ccc(Cl)cc2)s1	-5	-2	1	5	-3.1	0	0	-1
C=CC[N+](C)(C)C/C(Cl)=C(\Cl)c1ccccc1	-1	-2	0	-11	-0.4	14	12	-6
C(=C\c1ccccc1)/CN1CCN(Cc2nc(Cc3ccccc3)no2)CC1	1	2	-9	17	2.2	12	-9	11
CCNc1nnc(SCC(=O)N2c3ccccc3NC(=O)CC2C)s1 (centres undefined)	13	-1	-3	-6	0.3	10	10	4
Cn1cc(CNCc2cn(C)nc2-c2ccc(C3CCCCC3)cc2)cn1	-18	8	-10	20	1.6	25	-30	6
CC(C)c1ccc(C(CC(=O)c2ccc(Cl)cc2)C(=O)O)cc1 (centres undefined)	40	-1	-6	18	-2.0	-4	-12	13
Cc1ccc(C)c(N2CCN(C(=O)Nc3ccc4c(c3)N(C)C(=O)CS4)CC2)c1	19	-2	5	18	5.0	41	-29	-14
O=C(NCc1ccco1)C(=O)NCC1OCCN1S(=O)(=O)c1cc(F)ccc1F (centres undefined)	8	-1	-8	-11	-1.6	9	-2	17
CC(=O)Oc1cc(C(C)C)c(OCCN(C)C)cc1C	-2	-8	-16	6	-1.3	-36	-6	0
O=C(NNC(=O)c1cc(-c2ccco2)nc2ccccc12)c1ccccc1	0	-2	-6	23	2.1	7	7	9
COc1ccc(-c2nsc3c(N4CCN(C(=O)c5ccco5)CC4)ncnc23)cc1	29	2	-45	31	2.1	-35	-28	31
Cc1ccccc1-n1c(SCc2cc(=O)n3ccccc3n2)nc2[nH]ncc2c1=O	-4	8	7	3	-0.3	31	20	0
Cc1cccc(NC(=O)NCC(c2ccco2)N2CCCCC2)c1 (centres undefined)	-3	2	-2	3	2.4	-20	-1	15
CCOc1ccccc1OCC(=O)NN1Cc2ccccc2C1=N	-2	0	-2	9	0.8	-3	25	-4
O=C(Nc1ccc(NC(=O)C2CC2)nc1)c1cnccn1	16	4	-20	14	4.5	18	-11	12
COc1ccc2oc(=N)c(C(=O)Nc3ccc(Br)cc3)cc2c1	20	0	25	15	6.1	22	4	5
Cc1ccc(NC(=O)COC(=O)CN2CCCCCC2=O)c(C)c1	3	-2	-4	-11	-0.2	17	14	8
CC(=O)Nc1cccc(/C(C)=N/NS(=O)(=O)c2ccccc2)c1	0	-1	16	-14	-2.3	-1	10	1
Cc1ccc2cc(C#N)c(N3CCN(C(=O)c4cccs4)CC3)nc2c1	37	-3	-12	21	0.8	20	1	-5
COC(=O)c1sc(S(=O)(=O)N2CCN(c3ccccc3F)CC2)c(C(=O)OC)c1C	3	-3	18	2	-0.4	-1	7	-4
O=C(CSc1nnc(COc2ccccc2)o1)N1CCCC1	-7	-4	-2	-16	0.1	1	9	5
Cn1cc(C(=O)C(=O)N2CCCC2)c2ccccc21	7	-4	-5	5	-0.4	23	5	-4
CS(=O)(=O)N1CCN(c2ccc(NC(=O)c3cccnc3Cl)cc2)CC1	2	-1	-13	7	-1.7	2	10	-14
CCOc1cc(C(=O)NCCOC)ccc1OC	-1	1	-8	-6	-1.3	29	15	-8
CC1(C)C(C(=O)O)N2C(=O)C(NC(=O)Cc3ccccc3)C2S1=O (centres undefined)	11	-4	4	12	-1.9	7	19	-2
Cc1ccc(CSc2nnc(-c3cccc(S(=O)(=O)N4CCOCC4)c3)n2CC(C)C)cc1	28	-4	3	17	0.9	2	-25	20
COc1ccc(-c2cc(C(=O)Nc3ccccc3F)on2)cc1	-17	-5	-66	-29	-0.9	-48	14	-3
CC1CCc2c(C(=O)NCCN3CCOCC3)csc2C1 (centres undefined)	10	0	-6	-3	-0.6	-20	-25	-14
CCOC(=O)C1=C(O)/C(=C\c2ccc(CNS(=O)(=O)c3ccc(Br)cc3)o2)N=C1C	11	0	-26	-4	-1.1	-7	-13	15
COc1ccc(C(CNC(=O)c2cccc(NS(=O)(=O)c3ccc(C)c(F)c3)c2)N(C)C)cc1 (centres undefined)	-59	5	-13	-30	-0.1	27	1	-31
COc1ccc(C(=O)/C(C)=N/O)cc1OC	13	-4	7	13	-2.5	7	13	14
Cc1ccc(C(=O)NC2CCN(CC(=O)Nc3cccc([N+](=O)[O-])c3)CC2)cc1	14	-2	10	16	-1.8	7	-27	11
CCCCN(S(=O)(=O)c1ccccc1)S(=O)(=O)c1ccccc1	9	-1	11	-23	0.2	1	-6	5

A different layout for some results above:
canonical_smiles | tim23-1 inh | XBP1 UPR activ | Jurkat NFkB inh | tim10-1 inh | UPR CHOP act | Mdm2-MdmX inh | 697 NFkB inh | TIM10 inh
Cc1ccc(NC(=O)COC(=O)CN2CCCCCC2=O)c(C)c1 | 3 | -2 | -4 | -11 | -0.2 | 17 | 14 | 8
CC(=O)Nc1cccc(/C(C)=N/NS(=O)(=O)c2ccccc2)c1 | 0 | -1 | 16 | -14 | -2.3 | -1 | 10 | 1
Cc1ccc2cc(C#N)c(N3CCN(C(=O)c4cccs4)CC3)nc2c1 | 37 | -3 | -12 | 21 | 0.8 | 20 | 1 | -5
COC(=O)c1sc(S(=O)(=O)N2CCN(c3ccccc3F)CC2)c(C(=O)OC)c1C | 3 | -3 | 18 | 2 | -0.4 | -1 | 7 | -4
O=C(CSc1nnc(COc2ccccc2)o1)N1CCCC1 | -7 | -4 | -2 | -16 | 0.1 | 1 | 9 | 5
Cn1cc(C(=O)C(=O)N2CCCC2)c2ccccc21 | 7 | -4 | -5 | 5 | -0.4 | 23 | 5 | -4
CS(=O)(=O)N1CCN(c2ccc(NC(=O)c3cccnc3Cl)cc2)CC1 | 2 | -1 | -13 | 7 | -1.7 | 2 | 10 | -14
CCOc1cc(C(=O)NCCOC)ccc1OC | -1 | 1 | -8 | -6 | -1.3 | 29 | 15 | -8
CC1(C)C(C(=O)O)N2C(=O)C(NC(=O)Cc3ccccc3)C2S1=O (centres undefined) | 11 | -4 | 4 | 12 | -1.9 | 7 | 19 | -2
Cc1ccc(CSc2nnc(-c3cccc(S(=O)(=O)N4CCOCC4)c3)n2CC(C)C)cc1 | 28 | -4 | 3 | 17 | 0.9 | 2 | -25 | 20
COc1ccc(-c2cc(C(=O)Nc3ccccc3F)on2)cc1 | -17 | -5 | -66 | -29 | -0.9 | -48 | 14 | -3
CC1CCc2c(C(=O)NCCN3CCOCC3)csc2C1 (centres undefined) | 10 | 0 | -6 | -3 | -0.6 | -20 | -25 | -14
CCOC(=O)C1=C(O)/C(=C\c2ccc(CNS(=O)(=O)c3ccc(Br)cc3)o2)N=C1C | 11 | 0 | -26 | -4 | -1.1 | -7 | -13 | 15
COc1ccc(C(CNC(=O)c2cccc(NS(=O)(=O)c3ccc(C)c(F)c3)c2)N(C)C)cc1 (centres undefined) | -59 | 5 | -13 | -30 | -0.1 | 27 | 1 | -31

The listing continues.
SMILES	tim23-1 inh	XBP1 UPR activ	Jurkat NFkB inh	tim10-1 inh	UPR CHOP act	Mdm2-MdmX inh	697 NFkB inh	TIM10 inh
CCc1ccc(N2C(=O)C(Cl)=C(N3CCCCCC3)C2=O)cc1	12	0	4	20	3.4	-16	-9	26
COc1ccc(NC(=O)CCS(=O)(=O)c2ccc3c(c2)CCCN3C(C)=O)cc1Cl	9	-2	-8	12	-1.8	7	5	-20
O=S(=O)(NCC1CC1)c1cccc(S(=O)(=O)N2CCCC2)c1	-8	1	-11	10	0.9	12	-19	4
COc1ccc(C)cc1Nc1n[n+](-c2ccccc2)c(-c2ccc(N(C)C)cc2)s1	-10	5	-12	-22	26	50	-33	8
Cc1ccc(C(=O)Nc2sc3c(c2C(=O)O)CCCC3)o1	12	4	-2	-2	14	17	-67	24
O=C(COC(=O)c1cc2ccccc2oc1=O)Nc1cccc(S(=O)(=O)N2CCCCCC2)c1	-11	6	-28	-5	3.7	-15	-12	-39
Cc1cc(C)n(Cc2ccc(C(=O)O)o2)n1	5	-9	1	-17	-1.2	-6	9	-11
O=C(Nc1ccc(Cl)cn1)c1ccc(Oc2ccccc2)cc1	12	-5	-104	-5	2.4	-141	-12	75*
CN(C)C(=O)c1ccc(-c2cc(C(F)(F)F)n(C)n2)s1	-4	2	-16	-16	2.2	-5	8	-4
O=[N+]([O-])c1cc(-c2nnc(N3CCOCC3)c3ccccc23)ccc1N1CCOCC1	2	0	-25	23	-1.2	25	6	8
COc1ccc(C2=NNC(=Nc3cc(S(=O)(=O)N(C)C)ccc3C)SC2)c(OC)c1	28	1	15	23	0.4	67*	7	18
Cc1ccc(NC(=S)c2ccncc2)cc1	7	-4	2	20	0.8	-4	7	1
CCOc1ccccc1C(=O)NC(C(=O)Nc1ccccc1N1CCOCC1)C(C)C (centres undefined)	27	0	8	30	0.4	3	10	10
Cc1ccc(CCNC(=O)c2nnn(-c3cccc(C)c3)c2N)cc1	10	2	-5	-4	1.7	26	0	-16
CCN(CC(=O)NC(C)C)C(=O)CCNC(=O)c1ccc(Cl)cc1	2	0	2	6	-2.0	18	4	11
Cc1cccc(C)c1NC(=O)CN(C)CC(=O)Nc1ccc(F)c(Cl)c1	6	-1	2	17	1.3	40	12	-1
Cc1ccc(S(=O)(=O)N2CCC(C(=O)OCC(=O)N3CCc4ccccc43)CC2)cc1	1	-1	10	7	0.8	-21	14	-4
Cc1cccc(C)c1NC(=O)c1cn(-c2ccccc2)nc1-c1ccccc1	16	-5	11	15	1.2	-6	0	9
CCOC(=O)c1cnc(SC)nc1Oc1cccc(NS(=O)(=O)c2ccc(F)cc2)c1	1	-1	-1	10	-0.9	34	2	12
CC1CCCN(C(=O)CN(c2ccccc2)S(=O)(=O)c2ccc(F)cc2)C1 (centres undefined)	21	0	-12	16	1.4	-2	-29	0
CCNC(=S)Nc1cc(OCC)c(NC(=O)c2ccco2)cc1OCC	5	-3	1	14	1.5	24	13	10
COc1cc(OC)c2ccc(=O)oc2c1C(CC(=O)N1CCOCC1)c1ccc(N(C)C)cc1 (centres undefined)	10	3	14	-8	1.2	28	14	3
O=C(Nc1ccccc1)C1=C[C@H](c2ccccc2)C[C@H](OCCCCO)O1	17	6	-84	20	5.3	-42	-12	-16
Cn1ccsc1=NC(=O)c1ccc(S(C)(=O)=O)c([N+](=O)[O-])c1	35	-3	22	40*	8.0	51*	13	31
Cc1ccc(OC(C)C(=O)N2CC(=O)Nc3ccccc32)cc1 (centres undefined)	1	-4	-13	-1	-1.3	-2	-7	-10
